High-throughput results deposited in PubChem BioAssay by several laboratories.
KOR beta-arrestin-1 – kappa opioid receptor activators – cell-based, luminescence, uHTS, primary screen (AID 1777). activation, % at 10 µM, or EC50 in µM where a hit was titrated. 280,000 compounds, 0.02% hits. KOR beta-arrestin recruitment, luminescence; higher % means a stronger effect; in the data active = activation above about 50%, passing the limit was not always enough; also: a part of the inactive calls stands beside numbers as strong as those of hits
GPR55 activation – selective activators of receptor GPR55 – imaging, U2OS cells, beta-arrestin-GFP redistribution, primary screen (AID 1961); U2OS GPR55 beta-arrestin-GFP redistribution imaging; higher % means a stronger effect; 290,000 compounds, 0.048% hits; one-dose activation, % at 10 µM; EC50 in µM for titrated hits;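 active = activation above 40% with more than 50 cells counted in the well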;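 also: U2OS osteosarcoma cells stably expressing GPR55 and beta-arrestin-GFP; plate controls were DMSO negative control for no effect and LPI positive control for full effect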
GPR55 LPI antagonism – inhibition of LPI-stimulated GPR55 beta-arrestin translocation – imaging, U2OS, beta-arrestin-GFP, LPI agonist, primary screen (AID 2013). U2OS GPR55 beta-arrestin-GFP translocation imaging, LPI antagonism; higher % means a stronger effect. one-dose inhibition, % at 10 µM; IC50 in µM for titrated hits. 290,000 compounds, 0.13% hits;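 active = spots per cell inhibited over 60%, with over 100 cells counted and total cytoplasm intensity under 500,000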;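 also: U2OS cells stably carrying GPR55 and arrestin-GFP stimulated by 5 µM LPI near EC80; imaged beta-arrestin-GFP aggregate spots per cell after agonist stimulation; plate controls were LPI-stimulated DMSO wells for no effect and DMSO wells without LPI for full effect; some results filed as inactive read as strong as hits; confirmed hits need IC50 under 10 µM and bright autofluorescent wells are also inconclusive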
HIV fusion peptide – inhibitors of HIV fusion peptide binding, primary screen, biochemical, uHTS, fluorescence dequenching (AID 1986); cell-free peptide binding, fluorescence dequenching, 30 min; higher % means a stronger effect; one-dose inhibition, % at 20 µM; IC50 in µM for titrated hits; 290,000 compounds, 0.3% hits; in the data active = inhibition mostly above about 52%, no sharp cut-off; inactive = mostly below about 76%; also: some results filed as inactive read as strong as hits
KOR beta-arrestin-2 – KOR antagonists, beta-arrestin recruitment, cell-based, luminescence, uHTS (AID 1778) | 290,000 compounds, 0.091% hits | KOR beta-arrestin recruitment, luminescence, antagonist mode; higher % means a stronger effect | inhibition, % at 10 µM; hits with a dose series show IC50 in µM; in the data active = inhibition above about 50%; also: strong numbers were not always called active
NOD1 inhibition – NOD1 signaling inhibitors, primary screen, cell-based, luminescence, uHTS (AID 1578); NOD1-driven NF-kB luciferase reporter cells, luminescence; higher % means a stronger effect; inhibition, % at 4 µM; hits with a dose series show EC50 in µM; 290,000 compounds, 1% hits; in the data active = inhibition mostly above about 36%, no sharp cut-off; inactive = mostly below about 34%;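 also: HEK-293T reporter cells stimulated with the NOD1 agonist gamma-tri-DAP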
GPR35 antagonists – inhibition of zaprinast-stimulated GPR35 beta-arrestin translocation – imaging, U2OS, beta-arrestin-GFP, zaprinast agonist, primary screen (AID 2058) | U2OS GPR35 beta-arrestin-GFP translocation imaging, zaprinast antagonism; higher % means a stronger effect | inhibition, % at 10 µM; hits with a dose series show IC50 in µM | 290,000 compounds, 0.052% hits;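 active = inhibition of at least 50% with at least 30 cells and total cytoplasm GFP at most 10,000,000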
West Nile virus CPE – inhibition of WNV-induced cytopathic effect – cell-based, CPE readout (AID 1621) | 290,000 compounds, 0.02% hits | CPE inhibition, % at 10 µM; hits with a dose series show IC50 in µM | West Nile virus-infected cells, CPE inhibition; higher % means a stronger effect; in the data active = a potency from the dose series; also: strong numbers were not always called active
Dengue-2 NS5 capping – flavivirus cap methylation enzyme inhibition – biochemical, confirmation dose response, primary screen (AID 588689); Dengue-2 NS5 methyltransferase capping enzyme assay, biochemical; higher % means a stronger effect; one-dose inhibition, % at 25 µM; IC50 in µM for titrated hits; 340,000 compounds, 0.3% hits; in the data active = a potency from the dose series
Dengue-2 NS5 capping pilot replicate – recorded beside Dengue-2 NS5 capping, whose call it bears; inhibition, %; measured here: pilot screen replicate inhibition
An asterisk follows results filed as active; x = not tested or not shown; [ ] = another dose, or the depositor's remark. Some of the compounds tested; rates above refer to the full screens.

SMILES | KOR beta-arrestin-1 | GPR55 activation | GPR55 LPI antagonism | HIV fusion peptide | KOR beta-arrestin-2 | NOD1 inhibition | GPR35 antagonists | West Nile virus CPE | Dengue-2 NS5 capping | others
CCCCN(CCCC)C(=O)CSc1nnc2n(C)c(=O)c3c4c(sc3n12)CCCC4 | -5.8% | -0.1% | 0% | -2.8% | -37% | 4% | -8% | 0.1% | -15%
Cc1cccnc1CN1CCN(Cc2nc(Cc3cccc(F)c3)no2)CC1 | -6.1% | -0.2% | 2% | -0.3% | -3% | -17% | 20% | -0.6% | 10%
CCc1ccc(NC(=O)C2CCCN(S(=O)(=O)c3ccc4c(c3)CCCN4C(C)=O)C2)cc1 (stereo unspecified) | -3.7% | -0.2% | -2% | -0.8% | -44% | -13% | 8% | -0.2% | 3%
Cn1c(CCc2ccc(N)cc2)nc2ccccc21 | -3.4% | -0.1% | 9% | -0.7% | -21%[20 µM] | -39% | -8% | 0.7% | 0%
Cc1ccc(-c2cc(-c3c(C)nn(C)c(=O)c3N)[nH]n2)cc1 | 2.2% | 0.0% | 7% | -1.0% | 25% | 6% | -2% | -0.9% | -3%
CC(C)c1ccccc1-n1c(SCC(=O)c2ccc3c(c2)NC(=O)CO3)nc2ccccc2c1=O | 0.9% | -0.1% | 3% | 1.5% | 24%[20 µM] | -6% | -13% | 0.9% | -3%
CC(C)c1onc(C(=O)Nc2cccnc2Cl)c1[N+](=O)[O-] | -4.8% | -0.4% | -9% | -0.3% | -22% | -11% | -3% | -0.2% | 9%
CCc1nc(SCC(=O)Nc2cc(C)on2)c2c(C)c(C)sc2n1 | -1.0% | -0.2% | -1% | 2.4% | 18% | 7% | 10% | -0.1% | 1%
Cn1c(=O)n(C)c2cc(/C=C3/NC(=O)N(Cc4ccccc4)C3=O)ccc21 | 1.8% | 0.0% | 2% | -3.0% | -9% | -27% | -5% | 1.0% | 1%
CC(=O)Nc1nnc(SCc2ccccc2F)s1 | -3.9% | 0.0% | 5% | -0.8% | 13% | -2% | -4% | 0.0% | -4%
COc1ccc(OC)c(S(=O)(=O)N(C)CC(=O)N2CCc3ccccc3C2)c1 | -1.8% | 0.4% | -2% | -0.4% | 7% | -9% | 2% | -0.1% | 5%
CCCn1c(SCC(=O)Nc2ccc(OC)cc2[N+](=O)[O-])n[nH]c1=O | 6.5% | 0.5% | 9% | 1.5% | -37% | -15% | 0% | -0.1% | 7%
Cc1nc2ccccc2nc1OCC(=O)NCc1ccc2c(c1)OCO2 | 6.2% | -0.1% | 5% | -2.1% | 0% | -18% | 19% | 0.1% | -16%
CCN(C(=O)c1cn(C)c(=O)c2cc(OC)c(OC)cc12)c1ccccc1C | -1.9% | -0.2% | 6% | 0.3% | 17% | -12% | -8% | 0.2% | -9%
COc1cccc(NC(=O)N2CCN(S(C)(=O)=O)CC2)c1 | -3.6% | -0.1% | 13% | 0.0% | -28%[20 µM] | -23% | -12% | 0.9% | -11%
CCC(C)N(C)C1CCN(C(=S)Nc2cccc(SC)c2)CC1 (stereo unspecified) | 0.2% | -0.4% | 6% | -1.9% | -20% | 27% | 9% | -0.3% | -1%
CSc1ccccc1NC(=O)c1cc(Cl)sc1Cl | -2.7% | -0.1% | 5% | 1.5% | 18% | -2% | 5% | 0.2% | -3%
c1cc(CNc2ccc3c(c2)OCCO3)ccn1 | -2.9% | -0.1% | -2% | 0.1% | 24% | -20% | -6% | 0.1% | -3%
O=C(OCc1cnc(Cl)s1)c1c(F)cccc1F | 1.2% | 0.0% | -5% | 1.1% | -8% | -32% | 4% | 0.1% | -10%
COc1ccccc1N1CCN(C(=O)CCNS(=O)(=O)c2ccc(Br)s2)CC1 | -1.7% | -0.1% | 1% | -1.3% | -8% | 16% | -6% | -0.3% | -10%
O=C(NC1CCN(Cc2ccccc2)CC1)c1cc(-c2ccccn2)nc2ccccc12 | 5.3% | -0.2% | 14% | 1.4% | 17% | -16% | -2% | -0.5% | 1%
CC(NC(=O)Cc1ccc([N+](=O)[O-])cc1)c1ccc2c(c1)OCO2 (stereo unspecified) | -4.5% | -0.1% | 6% | -2.3% | 23% | 0% | 9% | -0.1% | 1%
CN(CCO)c1nc(N)c(C#N)c(CC#N)c1C#N | -4.5% | -0.4% | 2% | 0.6% | 18% | -10% | 4% | 0.2% | 4%
COc1ccc(OC)c(S(=O)(=O)NCCCc2ccccc2)c1 | 4.9% | -0.4% | -7% | -0.7% | -52%[20 µM] | -29% | 8% | -1.2% | 2%
CCOc1ccc(CN2CCNC(=O)C2CC(=O)NCCCOc2cccnc2)cc1 (stereo unspecified) | 0.7% | -0.2% | 2% | -0.6% | -40% | -27% | 0% | 0.0% | 0%
Cc1ccc(N/N=C(\C#N)C(N)=S)c(C)c1 | 18% | 0.1% | -8% | 11% | -31% | 29% | -7% | -0.6% | 12%
Cc1nc(NC(=O)c2cccc(-c3cc4ccccc4oc3=O)c2)ccc1Br | 2.5% | -0.1% | 2% | 4.7% | 11% | -44% | 6% | -0.2% | 2%
COCCCNC(=O)CN1C(=O)c2ccccc2C1=O | -2.0% | -0.2% | 2% | 3.8% | -6% | 5% | 22% | 0.0% | -1%
CC(C)C(NC(=O)c1ccccc1)C(=O)NCCc1ccccc1 (stereo unspecified) | 0.4% | -0.3% | 8% | -0.5% | 9% | -25% | 6% | -0.5% | -2%
S=c1[nH]c(-c2ccccc2)cn1/N=C/c1ccncc1 | -0.4% | 0.8% | 5% | -0.2% | 16% | -7% | -11% | 0.1% | -8%
COCCNC(=O)COc1ccc(C)c(C)c1 | 1.8% | 0.2% | -6% | -0.5% | -56% | -6% | -7% | -0.1% | -3%
COc1ccc(Cl)cc1NC(=O)C(=O)NC1CCCCCC1 | 2.5% | -0.1% | 4% | 0.6% | -24% | 0% | 16% | -0.1% | -6%
Cc1ccc(OC(=O)C23CC4CC(CC(C4)C2)C3)c(C)n1 | 4.9% | -0.3% | 0% | 3.1% | 19% | -10% | -2% | 0.0% | -4%
Cc1ccc(-n2[nH]c(C)c(C=NCc3ccncc3)c2=O)cc1 | 1.9% | 0.2% | 11% | -2.2% | -13% | -17% | 9% | 0.0% | -11%
O=C(NCC1CCCO1)c1ccc2c(c1)C(=O)N(c1cccc([N+](=O)[O-])c1)C2=O (stereo unspecified) | 1.7% | x | 2% | -0.2% | -22% | -21% | -1% | 0.4% | -2%
Cc1ccccc1NCc1ccccc1O | -2.4% | -0.2% | 10% | -0.4% | 21% | 9% | 4% | 0.2% | -6%
O=C(CCS(=O)(=O)c1ccc(Br)s1)Nc1ccccc1Br | -4.2% | -0.1% | -11% | -0.6% | -3% | -36% | 3% | -0.5% | -9%
Cc1ccc(CNC(=O)CSc2nc(N3CCCCC3)nc(N3CCCCC3)n2)cc1 | -1.4% | 0.2% | 15% | -1.2% | 2% | 17% | -1% | -0.6% | -3%
COc1ccc(/C=C(\NC(=O)c2cccs2)C(=O)NCc2ccco2)cc1OC | 4.5% | -0.1% | -4% | -0.9% | -16% | 1% | 14% | 0.1% | x
O=C(O)CCc1nn2c3ccccc3n(Cc3ccccc3)c2nc1=O | 0.0% | -0.2% | 2% | -0.1% | 4% | -29% | -4% | 0.3% | -5%
COc1ccc(Cl)cc1NC(=O)CNCc1cccs1 | -2.2% | -0.1% | 8% | 0.6% | 8% | -4% | -2% | -1.1% | -2%
O=C(NCc1csc(-c2cccs2)n1)Nc1ccc(C(F)(F)F)cc1 | 2.2% | -0.1% | -7% | 0.7% | -39% | -3% | 1% | 0.0% | x
Cc1cc2cc(CN(CCN(C)C)C(=S)NCc3ccco3)c(=O)[nH]c2cc1C | x | 0.2% | 10% | 8.5% | -31%[20 µM] | -43% | -2% | 0.2% | -4%
Cc1ccc(-c2cc(C(=O)NC3=NCCS3)c3cc(Br)ccc3n2)o1 | -1.9% | 0.3% | 1% | 25% | -29% | 7% | -7% | -0.2% | x
CCOC(=O)C1CCN(CCC(=O)Nc2ccc(Br)c(C)c2)CC1 | 4.4% | -0.2% | 6% | 2.4% | -28% | 32% | -14% | -0.3% | -1% | Dengue-2 NS5 capping pilot replicate=2.7
COc1ccc(N2CCN(c3nc4ccccc4n3CC(=O)c3ccccc3)CC2)cc1 | 0.0% | -0.2% | 3% | -0.4% | 16% | -7% | -16% | -0.2% | -1%
Oc1ccccc1N1CCN(c2nnnn2-c2ccccc2)CC1 | 5.0% | -0.1% | -7% | -2.6% | 7% | -12% | -4% | 0.3% | -6%
COCC(C)N=C1NN=C(c2ccc(NC(C)=O)cc2)CS1 (stereo unspecified) | 0.9% | 0.2% | 5% | -1.2% | 10% | -36% | 9% | 0.1% | 0%
NC(=O)c1c(-c2ccc(Cl)cc2Cl)csc1NC(=O)Cc1ccccc1 | 2.1% | 0.0% | 11% | 0.0% | -53% | 13% | -8% | -1.7% | -5%
COc1ccc(O[C@H]2C=C[C@@H](c3ccccc3)O[C@@H]2COC(=O)CCC(C)=NO[C@@H]2O[C@H](COC(C)=O)[C@@H](OC(C)=O)[C@H](OC(C)=O)[C@H]2OC(C)=O)cc1 | 3.7% | -0.1% | -8% | -0.6% | -6% | -33% | -5% | -0.1% | x
O=C(O)CSc1nc2ccccc2n1C1CCCCC1 | x | -0.1% | 11% | -1.1% | -7%[20 µM] | 6% | 12% | 0.1% | -3%
O=C(c1cccc(Cl)c1)N1CCN(c2ncnc3c2cnn3-c2ccccc2)CC1 | x | 0.5% | 2% | 0.3% | -107%[20 µM] | -35% | 2% | 0.1% | -1%
Cc1ccc(S(=O)(=O)N/N=C/c2cnn(C)c2C)cc1 | -0.1% | -0.1% | 7% | 1.1% | 54% | -21% | -22% | x | 1%
O=C(N/N=C/c1ccncc1)c1cc(-c2ccc(Br)s2)[nH]n1 | 0.7% | 0.0% | -1% | -0.5% | -71% | 22% | -2% | -0.8% | -4%
CCOc1ccc(CC(=O)Nc2c3c(nn2C(C)(C)C)CS(=O)(=O)C3)cc1 | 6.2% | 0.2% | -5% | 0.2% | 6% | -23% | -1% | -0.5% | -1%
COc1cccc(NC(=S)N2CCN(C/C=C/c3ccccc3)CC2)c1 | 10% | 0.0% | 7% | -2.9% | 8% | 26% | -3% | 0.8% | -3%
